FBA Mtb inh: inhibits M. tuberculosis FBA enzyme. P9WQA3. purified M. tuberculosis FBA, fluorescence read-out. inhibition, % at 1 µM. 2.3% of 360,000 active. AID 588726; in the data active = inhibition above about 27%;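 note: 0% = vehicle and 100% = reference inhibitor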
Target sequence (P9WQA3 whole entry, looked up): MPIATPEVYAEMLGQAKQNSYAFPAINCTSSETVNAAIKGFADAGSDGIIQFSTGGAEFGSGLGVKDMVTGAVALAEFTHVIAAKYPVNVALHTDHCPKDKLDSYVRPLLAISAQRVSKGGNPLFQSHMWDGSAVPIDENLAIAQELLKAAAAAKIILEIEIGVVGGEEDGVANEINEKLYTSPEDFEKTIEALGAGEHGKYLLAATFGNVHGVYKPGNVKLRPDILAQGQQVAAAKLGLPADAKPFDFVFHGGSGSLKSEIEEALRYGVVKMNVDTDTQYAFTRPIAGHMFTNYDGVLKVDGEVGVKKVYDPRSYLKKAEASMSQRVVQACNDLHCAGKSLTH
TcdB inh: blocks C. difficile toxin B glycohydrolase activity; inhibition, % at 9.99 µM; 0.24% of 350,000 active; P18177; AID 652162; TcdB glycohydrolase enzymatic assay, plate reader; in the data active = inhibition above about 10%
PfHsp40 rescue: compounds rescuing yeast from Plasmodium falciparum HSP40 toxicity. S. cerevisiae expressing PfHsp40, growth rescue, ATP luminescence. growth rescue, % at 12.5 µM. 0.68% of 340,000 active. AID 504582; in the data active = growth rescue above about 28%, passing the limit was not always enough;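 note: yeast W303a lacking pdr1 and pdr3 grown in galactose medium; growth measured after three days at 30 °C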
BioA inh: inhibitors of Mycobacterium tuberculosis BioA enzyme; purified M. tuberculosis BioA enzyme, plate reader; inhibition, % at 9.99 µM; 0.096% of 360,000 active; AID 602481; in the data active = inhibition above about 40%
FadD28 binding: blocks FadD28 binding to the bisubstrate probe; fluorescence polarization; 0.22% of 360,000 active; AID 588549; inhibition, % at 12.5 µM; in the data active = inhibition above about 8.5%, passing the limit was not always enough
Yp Topo-I inh: inhibitors of Yersinia pestis topoisomerase I; 0.064% of 360,000 active; Y. pestis Topo-I cleavage product accumulation, plate reader; AID 504884; activity, % at 10 µM; in the data active = activity above about 50%, passing the limit was not always enough; note: inactives centre near 2
GDH-TPI inh: counter-screen for M. tuberculosis FBA inhibitors: GDH-TPI coupled enzymes | GDH-TPI coupled enzyme counterscreen, NADH absorbance | inhibition, % at 4.8 µM | 1.2% of 360,000 active | AID 588335; in the data active = inhibition above about 30%;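 note: 0% = DMSO wells and 100% = wells lacking the enzyme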
UGM FP inh: blocks M. tuberculosis UGM enzyme; AID 504406; purified UGM, fluorescence polarization probe displacement; P9WIQ1; 0.06% of 320,000 active; inhibition, % at 10 µM; in the data active = inhibition above about 10%, passing the limit was not always enough
Target sequence (P9WIQ1 whole entry, looked up): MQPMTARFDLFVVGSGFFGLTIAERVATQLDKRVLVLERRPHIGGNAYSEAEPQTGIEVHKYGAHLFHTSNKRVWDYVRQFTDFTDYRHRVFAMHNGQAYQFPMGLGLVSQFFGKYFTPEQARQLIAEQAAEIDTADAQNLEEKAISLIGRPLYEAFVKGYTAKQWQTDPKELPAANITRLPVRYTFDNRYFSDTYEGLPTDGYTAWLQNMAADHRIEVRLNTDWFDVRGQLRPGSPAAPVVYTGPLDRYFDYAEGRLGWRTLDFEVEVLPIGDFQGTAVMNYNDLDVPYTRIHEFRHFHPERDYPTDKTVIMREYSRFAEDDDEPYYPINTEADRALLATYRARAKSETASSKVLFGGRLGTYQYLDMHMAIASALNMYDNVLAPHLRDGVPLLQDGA
BH1578 lux ind: induces V. cholerae light production without autoinducers; AID 588436; 0.16% of 350,000 active; activation, % at 18.7 µM; V. cholerae BH1578 lux reporter, luminescence, 6 h; in the data active = activation mostly above about 9.7%, no sharp cut-off; note: not every result past the cut was called active; inactives centre near 0; reference of the scale not given here
Starred values were filed as active, the others as inactive; i = inactive; . = not tested or not shown; & = joins results of further samples.

Value order – BH1578 lux ind	BioA inh	GDH-TPI inh	UGM FP inh	TcdB inh	Yp Topo-I inh	PfHsp40 rescue	FBA Mtb inh	FadD28 binding
- O=C(O)CC(=O)Nc1ccccc1
  i	-0.1	3.7	2.0	.	-0.5	-1.4	0.6	-0.3
- COc1ccc(CCC(=O)OCC(=O)Nc2c(C)n(C)n(-c3ccccc3)c2=O)cc1
  1.5	-1.0	3.5	0.9	1.2	5.4	0.1	2.0	-3.0
- CC(C)NC(=O)C1(C)CCN1Cc1ccc(Cl)cc1 (stereo not drawn)
  -1.2	-0.8	14.2	.	1.6	-12.2	.	-6.3	-3.3
- Oc1ccc(C[C@H]2CNCCN2CCCCC2CCCCC2)cc1
  -0.9	-3.7	5.2	0.7	.	-9.3	-1.2	3.1	-4.5
- Cc1ccnc(N2CCN(c3cc(C)c(C#N)c4nc5ccccc5n34)CC2)c1
  -0.1	-3.5	-1.6	0.2	.	0.4	1.0	-0.4	-2.0
- CCOC(=O)C1=C(C)N(C)C(=O)NC1c1cccc([N+](=O)[O-])c1 (stereo not drawn)
  -0.4	-0.4	5.9	0.5	0.8	3.8	17.8	-1.5	-5.0
- CCCCNS(=O)(=O)c1ccc(OC)c2ncccc12
  i	0.8	1.0	2.4	.	0.1	-1.2	16.1	-2.3
- CN1CCN(c2cc(-c3cc(O)c4ncccc4c3)ccn2)CC1
  -0.8	2.5	6.0	0.9	-44.3	0.6	-1.3	-2.6	-0.6
- Cc1ccc(/C=C/C(=O)O)cc1S(=O)(=O)NCCCC(=O)O
  -1.1	-0.7	-5.0	1.3	.	2.3	-1.3	-3.4	-5.9
- CC(=O)N/N=C/c1cc(C(C)C)cc(/C=N/NC(C)=O)c1O
  -0.8	.	6.9	1.7	-9.0	3.8	1.5	-4.8	-1.8
- CCOC(=O)C1(Cc2cccc(OC)c2)CCN(Cc2cccn2-c2ccccn2)CC1
  -0.3	-4.3	0.0	-1.9	3.6	4.5	-0.7	-0.3	-2.2
- Cc1cnc(C(=O)N2CCc3c([nH]c4ccccc34)C2c2ccc(F)cc2)cn1 (stereo not drawn)
  -0.5	.	0.6	3.7	2.0	13.7	0.5	-3.2	-2.2
- Clc1ccc(CSc2snnc2-c2ccccc2)c(Cl)c1
  -0.6	-1.8	10.1	-3.6	.	5.4	-1.5	-2.7	0.3
- O=C(NCN1CCN(CCO)CC1)c1cnccn1
  -0.1	.	-1.6	-2.6	.	-3.1	-1.7	0.3	-0.5
- COc1cc2c(C(=O)N3CCN(Cc4ccc5c(c4)OCO5)CC3)cn(C)c(=O)c2cc1OC
  i	1.6	1.8	0.2	.	2.0	-1.1	0.2	0.5
- CCCc1ccc(C(=O)O/N=C(\N)c2ccccn2)cc1
  i	-0.7	-15.4	-0.3	1.4	8.0	-0.8	0.0	-3.0
- Cn1c(=O)c2c(nc(SCC(=O)NC3CCCC3)n2C)n(C)c1=O
  -0.6	0.7	-9.6	-3.2	0.5	-7.9	1.1	0.6	-2.2
- Cc1ccc(SC(C)C(=O)Nc2cccnc2)cc1 (stereo not drawn)
  -0.3	3.3	2.7	0.6	.	-2.4	0.4	-5.5	-1.3
- Cc1nc2c(ncn2-c2ccccc2)c(=O)n1NC(=O)CN1CCCCC1
  -0.3	.	-5.2	-2.4	-0.6	0.3	-0.8	-1.8	1.2
- CCc1nc(SCC(=O)NCC2CCCO2)c2c(=O)n(C)c(=O)n(C)c2n1 (stereo not drawn)
  -0.4	-0.2	-3.5	-0.1	-1.1	0.1	-0.4	0.3	0.5

Reprinted from the part before: three entries; new compounds follow.
Value order – BH1578 lux ind	BioA inh	GDH-TPI inh	UGM FP inh	TcdB inh	Yp Topo-I inh	PfHsp40 rescue	FBA Mtb inh	FadD28 binding
- Cc1ccc(SC(C)C(=O)Nc2cccnc2)cc1 (stereo not drawn)
  -0.3	3.3	2.7	0.6	.	-2.4	0.4	-5.5	-1.3
- Cc1nc2c(ncn2-c2ccccc2)c(=O)n1NC(=O)CN1CCCCC1
  -0.3	.	-5.2	-2.4	-0.6	0.3	-0.8	-1.8	1.2
- CCc1nc(SCC(=O)NCC2CCCO2)c2c(=O)n(C)c(=O)n(C)c2n1 (stereo not drawn)
  -0.4	-0.2	-3.5	-0.1	-1.1	0.1	-0.4	0.3	0.5
- O=S(=O)(c1cccc(-c2nnc(SC(F)F)n2-c2ccccc2)c1)N1CCCCC1
  .	4.8	-14.3	-1.1	.	2.5	12.7	5.7	-3.2
- Cc1ccc(S(=O)(=O)c2nc(-c3ccccc3Cl)oc2NCCCN2CCOCC2)cc1
  i	0.2	16.8	1.1	-1.3	7.6	-0.2	1.0	0.5
- CN(C)CCCN(Cc1cc2cc3c(cc2[nH]c1=O)OCCO3)C(=O)NC1CCCCC1
  i	-0.2	19.5	1.9	1.1	-7.6	-0.8	26.5	-1.3
- CC(Sc1n[nH]c(N)n1)C(=O)C12CC3CC(CC(C3)C1)C2 (stereo not drawn)
  i	.	11.2	2.6	.	-0.5	0.0	2.8	0.3
- CCc1ccccc1S(=O)(=O)Cc1ccc(C(=O)N2CCN(c3ccccn3)CC2)o1
  -0.2	0.8	9.1	1.5	0.0	9.3	-1.7	6.3	-1.3
- CC(=O)c1c(C)n([O-])c2ccccc2[n+]1=O
  4.1	1.0	0.6	1.4	.	-1.0	0.1	-0.2	-0.6
- COc1cc(/C=N/N2C(=O)CSC2=S)cc(Br)c1O
  i	3.4	17.3	.	-3.3	-0.3	-1.1	-5.0	-4.5
- Cc1cc(C)cc(OCC(=O)Nc2ccc3c(c2)C(=O)c2ccccc2C3=O)c1
  i	.	3.3	0.5	0.7	-5.3	0.6	-2.4	0.1
- Nc1nc(CN2CCN(c3ccccn3)CC2)nc(Nc2ccc(Cl)cc2)n1
  -2.9	-17.2	6.1	3.7	.	2.5	2.1	1.5	-6.6
- CCOC(=O)N1CCN(C(=O)C2CCCN(S(=O)(=O)c3cc(C)ccc3OC)C2)CC1 (stereo not drawn)
  0.0	-1.0	7.4	2.7	0.3	12.1	0.3	5.4	-2.4
- Cc1ccc(Cc2c(-c3cccc(Br)c3)nc3ccc(Br)cn23)cc1
  .	8.8	.	.	-0.4	.	.	-1.5	-7.0
- COc1ccc(SCCC(=O)NCc2ccncc2)cc1
  -0.3	.	1.6	0.2	-1.2	-4.2	-0.6	1.3	-3.1
- O=C(NCCc1ccc(C(F)(F)F)cc1)C1CCC(=O)N(C2CC2)C1 (stereo not drawn)
  i	-0.4	-5.2	0.2	0.1	-2.7	-0.8	3.0	-1.7
- O=C(Nc1cc(C(F)(F)F)ccc1Cl)C(Sc1n[nH]c(=O)[nH]c1=O)c1ccccc1 (stereo not drawn)
  -0.3	-0.1	-6.3	0.9	-0.8	-9.6	-0.1	2.2	-2.1
- CN(C)c1ccc(NC(=O)CN2CCC(NC(=O)C3CCCCC3)CC2)cc1
  -0.2	.	7.4	1.7	0.5	8.4	-0.9	2.4	-1.1
- CC(/C=N/NC(=O)CNc1n[nH]c(=O)[nH]c1=O)c1ccccc1 (stereo not drawn)
  -0.4	-0.2	9.1	0.0	0.4	-7.0	0.3	0.6	-0.8
- Cc1cc(Cl)ccc1NC(=S)N1CCN(C(=O)C2CCCO2)CC1 (stereo not drawn)
  -0.3	.	12.8	-2.8	.	-2.9	-0.5	-1.3	-0.5
- COc1cc2c(cc1OC)/C(=C/C#N)NC(C)(C)C2
  .	3.5	15.1	1.6	.	1.6	-0.2	-0.1	-3.1
- Cc1cc2c(cc1C)/C(=C\C(N)=O)NC(C)(C)C2
  .	-1.7	5.2	-2.4	.	-2.1	1.6	-8.7	-3.7
- CS(=O)(=O)N(CC(=O)NCCSCc1c(F)cccc1Cl)c1cccc([N+](=O)[O-])c1
  -0.5	.	5.8	3.5	1.4	5.6	0.4	5.5	-1.3
- CNC1(c2ccc(F)cc2)CCCCC1
  0.0	.	-5.0	.	-1.2	1.6	-1.6	0.7	-1.7
- CS(=O)(=O)N1CCC(Oc2ccccc2C(=O)N2CCN(CC3CC3)CC2)CC1
  i	.	-3.5	0.2	2.1	1.7	0.7	-1.0	-0.9
- Cc1ccc(/C=N/N2C(=O)c3ccccc3NC2c2ccc(C)cc2)cc1 (stereo not drawn)
  -0.5	-0.2	13.2	0.7	.	3.1	1.8	5.8	-0.8
- CCCC(=O)OCC(=O)NC1CCCc2ccccc21 (stereo not drawn)
  i	.	6.1	2.4	-0.2	5.4	0.3	0.6	-0.6
- O=C(Cc1cccc(NC(=O)C2CCCN(C(=O)c3ccccc3)C2)c1)Nc1ccc(C(=O)N2CCCCC2)cc1 (stereo not drawn)
  1.1	0.1	5.2	.	0.2	9.5	0.8	0.2	-6.0
- COc1ccc(NC(=O)c2cc(C3CCCCN3C(=O)c3cccs3)on2)c(C)c1 (stereo not drawn)
  -0.8	0.2	-0.9	.	0.5	29.4	.	2.2	-3.9
- CCOc1cc(/C=N/NC(=O)c2ccncc2)ccc1OC(=O)c1ccco1
  i	-3.7	21.2	-1.9	2.7	-11.3	0.3	1.3	0.0
- CCOC(=O)c1ccc(NC(=O)c2ncn3c2C(=O)NC[C@@H]3C)cc1
  i	0.2	4.1	.	0.4	4.3	.	-2.0	-3.2
- COc1ccc(C(=O)OCC(=O)C(C)(C)C)cc1S(=O)(=O)N(C)CCc1cccnc1
  -0.9	.	2.5	-0.1	3.0	19.4	1.0	2.6	1.1
- Cn1nc(-c2ccc(Cl)cc2)c2cc(C(=O)N3CCN(c4ccccn4)CC3)sc21
  0.0	-2.0	-5.3	4.1	.	-7.0	0.2	10.1	2.9
- Cc1cccc2nc(-c3ccccc3)nc(N[C@@H](CO)c3ccccc3)c12
  -0.3	0.5	-2.5	1.6	.	13.9	-0.2	-1.8	-8.3
- O=C1CSC(c2ccccc2[N+](=O)[O-])N1c1ccccc1 (stereo not drawn)
  0.1	0.4	-0.6	2.8	0.5	-12.2	-0.6	0.3	-2.7
- Cc1ccc(S(=O)(=O)c2c(C(=O)c3ccccc3)cnc3cc4c(cc23)OCCO4)cc1
  -0.3	.	1.9	0.1	0.6	8.5	0.1	-1.3	-2.9
- CCN(CC)C(=O)c1ccc2c(c1)N(Cc1ccccc1)C(=O)CS2=O (stereo not drawn)
  0.4	-1.2	4.0	0.1	-2.5	-6.5	0.9	-0.4	-2.7
- CCCCCn1c(=S)[nH]c2cc(C(=O)N3CCCC3)ccc2c1=O
  -0.1	-1.4	11.0	-3.3	0.9	-3.0	0.1	1.0	-0.3
- O=Cc1cc([N+](=O)[O-])ccc1N1CCN(Cc2ccc3c(c2)OCO3)CC1
  -0.2	25.6	7.1	2.3	-1.5	16.2	.	-2.8	-2.4
- CCOC(=O)Cc1csc(NC(=S)NC(=O)c2ccccc2)n1
  -2.5	.	10.1	1.7	-0.2	-0.2	7.3	1.4	-0.5
- C/C(=N/Oc1nc(C)cc(C)n1)c1ccc(Cl)cc1Cl
  .	-0.8	0.0	0.4	-1.0	6.5	1.6	0.6	-0.3
- COc1ccc(/C=C/C(=O)c2cc3c(cc2N)OCO3)cc1
  i	.	4.8	-3.0	1.7	-6.7	-0.1	-3.5	0.5
- O=C(NCCc1ccccc1)C1c2ccccc2C(=O)N1C1CC1 (stereo not drawn)
  -0.3	-1.0	-0.6	5.9	.	-1.3	-1.2	0.5	-0.3
- CCCc1nc(SCc2ccccn2)c2c(=O)n(C)c(=O)n(C)c2n1
  -0.3	3.6	1.3	0.6	-1.8	12.4	-1.4	-0.1	-4.6
- C[C@H](CO)N1C[C@H](C)[C@@H](CN(C)S(=O)(=O)c2ccc(F)cc2)Oc2ccc(NS(=O)(=O)c3ccc(F)cc3)cc2C1=O
  i	6.9	-0.9	-0.2	0.6&5.4	26.4	-0.7	0.3	-3.1
- CCOCCCn1c(N)c(C(=O)Nc2sc3c(c2C(=O)OC)CCCC3)c2nc3ccccc3nc21
  i	2.3	22.4	-0.1	.	-6.4	0.0	45.7*	-2.1
- Clc1ccc(/C=N/Nc2nnc(-c3ncc[nH]3)c3ccccc23)cc1
  -0.3	-1.1	4.1	-0.4	.	-3.3	0.8	0.6	-2.2
